All columns: NCI-60 one-dose screen, growth in % after 48 h at 10 µM unless noted; 100 = growth as untreated, 0 = no growth, -100 = all killed.
NCI-H522: NCI-H522 lung cancer; 78,000 compounds, 8% hits
NCI-H460: NCI-H460 lung cancer. 82,000 compounds, 6.8% hits. AID 1794736
IGROV1: IGROV1 ovarian cancer | 79,000 compounds, 4.7% hits
SK-OV-3: SK-OV-3 ovarian cancer cells; 80,000 compounds, 3.2% hits
NCI-H322M: NCI-H322M lung cancer; 80,000 compounds, 2.7% hits; AID 1794733
NCI-H23: NCI-H23 lung cancer; 80,000 compounds, 4% hits
NCI/ADR-RES: NCI/ADR-RES ovarian cells. 81,000 compounds, 4.4% hits. AID 1794790
OVCAR-4: OVCAR-4 ovarian cancer cells. 80,000 compounds, 3.7% hits. AID 1794784
NCI-H226: NCI-H226 lung cancer; 79,000 compounds, 3.5% hits
* hit, by the source's call; / = no result given. The calls were made as follows: active = growth percent below 10; inactive = the rest.

| # | canonical_smiles | NCI-H522 | NCI-H460 | IGROV1 | SK-OV-3 | NCI-H322M | NCI-H23 | NCI/ADR-RES | OVCAR-4 | NCI-H226 |
| --- | --- | --- | --- | --- | --- | --- | --- | --- | --- | --- |
| 1 | O=c1cc(-c2ccccc2)oc2c(O)c(O)ccc12 | 44 | 17 | / | 77 | 79 | 58 | 24 | 62 | 85 |
| 2 | CCCCCCCCCCCCCCCC[N+](C)(C)CCCNS(=O)(=O)c1ccc2ccccc2c1 | 107 | 115 | 106 | 113 | 102 | 104 | 108 | 105 | 109 |
| 3 | COc1ccc(-c2cnc(-c3ccc(Cl)cc3)[nH]2)cc1OC | 105 | 100 | 52 | 95 | 120 | 99 | 106 | 90 | 88 |
| 4 | NC(=O)c1c2c(c3cccnn13)C(=O)c1ccccc1C2=O | 111 | 95 | / | 104 | 91 | 89 | 105 | 97 | 103 |
| 5 | CC(C(=O)Nc1ccccc1C(=O)NCCN)(c1ccccc1)c1ccccc1 | 63 | 105 | 86 | / | 97 | 97 | 103 | 104 | 78 |
| 6 | COC(=O)CC(=O)C1(C)CC1 | 100 | 103 | 113 | 102 | 99 | 100 | 107 | 101 | 104 |
| 7 | CCN(c1ccc(C(=O)N2CCN(c3ccccc3)CC2)cc1)S(C)(=O)=O | / | 108 | 107 | 106 | 102 | 103 | 108 | 107 | / |
| 8 | COc1ccc(-c2ccc3ncc(C#N)c(Nc4ccc(F)c(Cl)c4)c3c2)cn1 | 49 | 63 | 54 | 66 | 66 | 81 | 70 | 31 | 47 |
| 9 | CC(C)=CCc1c(O)c(CC=C(C)C)c2c(c1O)C(=O)C1=C[C@@H]3C[C@H]4C(C)(C)O[C@@](C/C=C(\C)C(=O)O)(C3=O)[C@@]14O2 | -51* | -42* | -22* | 42 | 22 | -59* | 11 | 33 | 72 |
| 10 | COc1cc(/C=C/C(=O)c2cccc(B(O)O)c2)cc(OC)c1 | 76 | 85 | 100 | 83 | / | 77 | 82 | 95 | 97 |
| 11 | CCOC(=O)C(C#N)C1CCCC(C)CC1 (stereo unspecified) | / | 105 | 94 | 104 | 81 | 109 | 107 | / | 104 |
| 12 | CCCc1cc(NC)nc(SCC)n1 | 93 | 102 | 103 | / | 104 | 105 | 101 | 98 | 103 |
| 13 | O=C(/C=C/Nc1nnc(SCc2ccccc2)s1)c1cc2cc(Br)ccc2oc1=O | 91 | 110 | 112 | 105 | 107 | 104 | 109 | 98 | 104 |
| 14 | CCCC(C)c1cc(Cc2cc(Cl)cc(Cl)c2O)c(O)c(Cc2cc(Cl)cc(Cl)c2O)c1 (stereo unspecified) | 4.1* | 3.7* | 28 | 15 | 9.2* | -7.0* | 2.5* | 22 | -4.2* |
| 15 | O=[N+]([O-])c1ccc(COP(=O)(OCc2ccc([N+](=O)[O-])cc2)OCc2ccc([N+](=O)[O-])cc2)cc1 | 90 | 98 | 110 | 103 | 106 | 96 | 96 | 120 | 106 |

Later entries
| # | canonical_smiles | NCI-H522 | NCI-H460 | IGROV1 | SK-OV-3 | NCI-H322M | NCI-H23 | NCI/ADR-RES | OVCAR-4 | NCI-H226 |
| --- | --- | --- | --- | --- | --- | --- | --- | --- | --- | --- |
| 16 | Cc1nn(-c2ccccc2)c2nc(C)n(Cc3ccccc3)c(=O)c12 | 72 | 101 | 76 | 101 | 104 | 82 | 88 | 78 | 84 |
| 17 | COc1cc(S(N)(=O)=O)c(OC)cc1N | 89 | 109 | 98 | 109 | 131 | 116 | 106 | 98 | 152 |
| 18 | O=[N+]([O-])c1cc2ccccc2nc1-c1ccccc1 | / | 111 | 138 | 121 | 117 | 104 | 111 | 107 | 114 |
| 19 | CN(C)CC1(C)COC(c2ccccc2)(c2ccccc2)OC1 | 100 | 107 | 94 | 108 | / | 98 | 97 | 110 | 104 |
| 20 | c1ccc(CCc2cccnc2)cc1 | 101 | 108 | 107 | 118 | 111 | 101 | 99 | 104 | 102 |
| 21 | CCN(CC)CCOC(=O)c1ccc(N)cc1O | 101 | 103 | 110 | 102 | 99 | 99 | 106 | 107 | 95 |
| 22 | C=CCON(CC=C)C(=O)O | 84 | 112 | 130 | 105 | 116 | 99 | 101 | 87 | 106 |
| 23 | CN(C)Cc1cc(C(=O)/C=C/c2ccc(N)cc2)cc(CN(C)C)c1O | / | 118 | / | 110 | 117 | 100 | 97 | 100 | 98 |
| 24 | O=c1[nH]c2ccccc2cc1-c1nnc(-c2ccccc2O)o1 | 95 | 105 | 132 | 104 | / | 94 | 95 | 104 | 96 |
| 25 | COc1cc(OC)c(/C=C\C(=O)c2ccccc2O)c(OC)c1 | 69 | 88 | 94 | 100 | 89 | 90 | 79 | / | 100 |
| 26 | CC(=O)Nc1ccc2c(c1)/C(=C/C=C/c1ccc(N(C)C)cc1)c1ccccc1-2 | 47 | 53 | 91 | 76 | 81 | 86 | 91 | 92 | 91 |
| 27 | c1ccc2c(c1)CCc1c(-c3noc4c3CCc3ccccc3-4)noc1-2 | 94 | 121 | 69 | 93 | 93 | 91 | 101 | 106 | 97 |
| 28 | O=C(Nc1ccccc1C1=NCC(CO)O1)c1ccc(Cl)c(Cl)c1 (stereo unspecified) | 94 | 109 | 98 | 89 | 107 | 103 | 106 | 102 | 97 |
| 29 | CCN(CC)CCOC(=O)C(c1ccccc1)(c1ccccc1)C(C)C | 87 | 92 | 78 | 82 | 82 | 90 | 79 | 95 | 93 |
| 30 | N#Cc1c(Nc2ccc(Cl)cc2)nn2c(-c3ccc(F)cc3)c(-c3nc4ccccc4s3)c(N)nc12 | 93 | 100 | 94 | 109 | 98 | 97 | 104 | 104 | 77 |

Further compounds:
| # | canonical_smiles | NCI-H522 | NCI-H460 | IGROV1 | SK-OV-3 | NCI-H322M | NCI-H23 | NCI/ADR-RES | OVCAR-4 | NCI-H226 |
| --- | --- | --- | --- | --- | --- | --- | --- | --- | --- | --- |
| 31 | COc1ccc(/C=C/C(C)=N/OCC(=O)Nc2ccc(Cl)cc2)cc1 | 16 | 47 | 56 | 65 | 56 | 32 | 39 | 48 | 68 |
| 32 | COC(=O)c1c2c(c(C)[n+]([O-])c1C)C(=O)C=CC2=O | -70* | 2.3* | -38* | 90 | 2.4* | -68* | -20* | -17* | -92* |
| 33 | N#CSCc1ccc(CSC#N)c(Cl)c1 | 16 | 75 | 91 | 115 | 106 | 85 | 78 | 85 | 93 |
| 34 | CC(C)c1ccc(Cc2ccc(O)cc2)cc1 | 91 | 106 | 113 | 112 | 107 | 102 | 97 | 115 | 96 |
| 35 | c1ccc(-c2noc3ncnc(Nc4ccc(Oc5cccc6ccccc56)cc4)c23)cc1 | 70 | 99 | 94 | / | 102 | 86 | 90 | 81 | / |
| 36 | COc1ccc(C(=O)/C=C/c2cc3ccccc3n3nnnc23)cc1 | 94 | 112 | 109 | 102 | 103 | 103 | 113 | 106 | 105 |
| 37 | Clc1nc(Cl)c2c(ncn2C/C=C\Cn2cnc3c(Cl)nc(Cl)nc32)n1 | -71* | 0.8* | -84* | 35 | 8.1* | -16* | 11 | -69* | -80* |
| 38 | O=C(O)c1ccc2c(c1)C(=O)c1ccccc1C2=O | 99 | 105 | 116 | 99 | 102 | 103 | 105 | 97 | 92 |
| 39 | COc1ccc(Cn2ccc3c2-c2oncc2CC3)cc1 | 97 | 105 | 100 | 95 | 65 | 95 | 85 | 96 | 89 |
| 40 | Cn1c(=O)c2c(ncn2CCC(=O)Nc2ccccc2)n(C)c1=O | 81 | 107 | 103 | 92 | 108 | 95 | 107 | 108 | 101 |
| 41 | O=C1[C@@H]2Cc3c([nH]c4ccccc34)[C@@H](c3ccc(Cl)cc3)N2C(=O)CN1C1CCN(Cc2ccccc2)CC1 | 21 | 20 | 29 | 81 | 87 | 72 | 51 | 49 | 73 |
| 42 | COc1cccc(-c2nc(SCC(=O)Nc3ccc(C(=O)/C=C/c4ccc(OC)c(OC)c4)cc3)[nH]c(=O)c2C#N)c1 | 75 | 95 | 103 | 90 | 76 | 78 | 94 | 81 | 105 |
| 43 | O=Cc1ccc2cc1OCC#C/C=C\C#CCO2 | 85 | 108 | 99 | 107 | 114 | 104 | 113 | 107 | 94 |
| 44 | CC(=O)OCCC[n+]1ccc(SCC(=O)n2ccc3ccccc32)c2ccccc21 | 100 | 98 | 85 | 92 | 98 | 96 | 100 | 104 | 88 |
| 45 | O=c1[nH]c2ccccc2cc1-c1nnc(COc2ccc3ccccc3c2)o1 | 100 | 107 | 113 | 97 | 107 | 94 | 102 | 96 | 105 |

Some of the entries so far, with values under each structure.
Every second line gives: NCI-H522	NCI-H460	IGROV1	SK-OV-3	NCI-H322M	NCI-H23	NCI/ADR-RES	OVCAR-4	NCI-H226
42	COc1cccc(-c2nc(SCC(=O)Nc3ccc(C(=O)/C=C/c4ccc(OC)c(OC)c4)cc3)[nH]c(=O)c2C#N)c1
→ 75	95	103	90	76	78	94	81	105
37	Clc1nc(Cl)c2c(ncn2C/C=C\Cn2cnc3c(Cl)nc(Cl)nc32)n1
→ -71*	0.8*	-84*	35	8.1*	-16*	11	-69*	-80*
45	O=c1[nH]c2ccccc2cc1-c1nnc(COc2ccc3ccccc3c2)o1
→ 100	107	113	97	107	94	102	96	105
32	COC(=O)c1c2c(c(C)[n+]([O-])c1C)C(=O)C=CC2=O
→ -70*	2.3*	-38*	90	2.4*	-68*	-20*	-17*	-92*
35	c1ccc(-c2noc3ncnc(Nc4ccc(Oc5cccc6ccccc56)cc4)c23)cc1
→ 70	99	94	/	102	86	90	81	/

An excerpt from above in order of number of heavy atoms, smallest number first:
| # | canonical_smiles | NCI-H522 | NCI-H460 | IGROV1 | SK-OV-3 | NCI-H322M | NCI-H23 | NCI/ADR-RES | OVCAR-4 | NCI-H226 |
| --- | --- | --- | --- | --- | --- | --- | --- | --- | --- | --- |
| 34 | CC(C)c1ccc(Cc2ccc(O)cc2)cc1 | 91 | 106 | 113 | 112 | 107 | 102 | 97 | 115 | 96 |
| 39 | COc1ccc(Cn2ccc3c2-c2oncc2CC3)cc1 | 97 | 105 | 100 | 95 | 65 | 95 | 85 | 96 | 89 |
| 36 | COc1ccc(C(=O)/C=C/c2cc3ccccc3n3nnnc23)cc1 | 94 | 112 | 109 | 102 | 103 | 103 | 113 | 106 | 105 |

Additional entries.
| # | canonical_smiles | NCI-H522 | NCI-H460 | IGROV1 | SK-OV-3 | NCI-H322M | NCI-H23 | NCI/ADR-RES | OVCAR-4 | NCI-H226 |
| --- | --- | --- | --- | --- | --- | --- | --- | --- | --- | --- |
| 46 | CC(C)(C)c1ccc(OC(=O)c2ccccc2O)cc1 | 76 | 103 | 104 | 93 | 100 | 103 | 100 | 94 | 102 |
| 47 | COc1ccc(CC(N)(C(=O)O)c2ccccc2)cc1 (stereo unspecified) | 91 | 112 | 95 | 101 | 101 | 109 | 109 | / | 104 |
| 48 | Cc1ccc(-c2cc3nc(C(Cl)Cl)nc(C)n3n2)cc1 | 104 | 95 | 72 | 84 | 101 | / | 110 | 118 | 95 |
| 49 | CCOc1ccc(NC(=O)CC2SC(=Nc3ccc(Cl)cc3)NC2=O)cc1 (stereo unspecified) | 104 | 99 | 103 | 115 | 91 | 90 | 90 | 107 | 96 |

From PubChem BioAssay
